PfG6PD inh: PfG6PD (Plasmodium falciparum) enzyme inhibition. PfGluPho enzyme, NADPH resazurin-diaphorase fluorescence. actives 0.78% (n = 350,000). inhibition, % at 20 µM;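 active means inhibition reaching at least a set limit at 20 µM in the primary screen, cut at about 59% in these data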;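 further: 0% = DMSO wells with substrate and 100% = DMSO wells lacking glucose-6-phosphate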
SENP8 block-1: inhibitors of human SENP8 protease; purified SENP8, Z-RLRGG-aminoluciferin cleavage, luminescence; Q96LD8; inhibition, % at 10 µM; actives 1.2% (n = 330,000); AID 2540; in the data active means inhibition above about 50%
Target sequence (Q96LD8 whole entry, looked up): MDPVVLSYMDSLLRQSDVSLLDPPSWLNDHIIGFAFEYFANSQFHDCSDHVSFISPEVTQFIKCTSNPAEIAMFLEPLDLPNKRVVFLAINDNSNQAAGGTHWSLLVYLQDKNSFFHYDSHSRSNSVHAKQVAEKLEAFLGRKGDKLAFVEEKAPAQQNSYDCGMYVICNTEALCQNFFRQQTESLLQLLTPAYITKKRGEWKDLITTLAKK
HKDC1 inhibitor: HKDC1 (human) hexokinase inhibition. AID 493160. inhibition, % at 20 µM. recombinant HKDC1, G6PDH/diaphorase resazurin coupled fluorescence. actives 0.16% (n = 340,000);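 active means inhibition above about 35% when tested at 20 µM, limit read from the data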;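 further: plate controls were DMSO wells with enzyme for no effect and DMSO wells lacking enzyme for full effect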
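Incubation: 90 min at room temperature in dark / Material: recombinant HKDC1 (HK5) hexokinase enzyme, produced in-house / Quantity: enzyme 5 µg/mL final / Compound: one dose of 20 µM, 1% DMSO / Reagent: glucose and ATP substrates / Buffer or medium: Tris pH 8.0 buffer with MgCl2, Tween-20, BSA, BME / Technique: resorufin fluorescence at 613 nm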
SENP6 block: SENP6 protease inhibition; Q9GZR1; Recombinant SENP6 catalytic domain, aminoluciferin luminescence; inhibition, % at 10 µM; actives 1.8% (n = 330,000);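 active means inhibition above about 50% at the single tested dose, limit read from the data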;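 further: plate controls were DMSO wells with enzyme for no effect and DMSO wells lacking enzyme for full effect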
Apaf1 inhib: inhibitors of human Apaf-1 apoptosome. O14727. reconstituted apoptosome caspase-3 activity, DEVD-Rh110 fluorescence. inhibition, % at 20 µM. actives 0.71% (n = 330,000); active means inhibition of at least 40% at 20 µM;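 further: plate controls were DMSO wells for no effect and DEVD-CHO caspase inhibitor wells for full effect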
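System – cell-free apoptosome with Apaf-1, procaspase-3 and caspase-9 · Buffer or medium – pH 7.5 Hepes buffer with CHAPS, BSA, DTT · Also added – cytochrome c with DEVD-Rh110 · Times – 30 min compound preincubation, 50 min activation, room temperature · Technique – Rh110 fluorescence intensity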
SENP7 inh: blocks the human protease SENP7 | Q9BQF6 | recombinant SENP7, Z-RLRGG-aminoluciferin luminescence, 40 min | inhibition, % at 5 µM | actives 1.5% (n = 330,000);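 active means inhibition above about 50% at the single test dose, limit read from the data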;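 further: plate controls were DMSO with enzyme for no effect and no enzyme buffer wells for full effect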
Target sequence (Q9BQF6 706-1050 limits assumed): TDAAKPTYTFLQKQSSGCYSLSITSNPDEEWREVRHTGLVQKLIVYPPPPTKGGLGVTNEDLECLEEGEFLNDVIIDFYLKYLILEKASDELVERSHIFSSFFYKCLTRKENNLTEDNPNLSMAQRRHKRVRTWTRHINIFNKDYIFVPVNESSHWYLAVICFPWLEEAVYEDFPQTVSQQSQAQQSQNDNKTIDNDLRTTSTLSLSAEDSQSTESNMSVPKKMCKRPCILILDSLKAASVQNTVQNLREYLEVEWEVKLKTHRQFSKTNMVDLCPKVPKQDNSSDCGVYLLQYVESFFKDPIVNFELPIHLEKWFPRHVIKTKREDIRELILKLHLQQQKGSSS
SENP1 FRET inh: blocks the human SENP1 SUMO protease catalytic domain; recombinant SENP1 catalytic domain, CyPet-SUMO1-YPet FRET cleavage; actives 0.21% (n = 360,000); inhibition, % at 10 µM; Q9P0U3;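 active means inhibition at least 30% at 10 µM, raw YFP signal under a set limit, fluorescence ratio 0.5 to 1.5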;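 further: 0% = enzyme with DMSO and 100% = no enzyme wells; some results filed as inactive read as strong as hits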
Target sequence (Q9P0U3 419-644 limits assumed): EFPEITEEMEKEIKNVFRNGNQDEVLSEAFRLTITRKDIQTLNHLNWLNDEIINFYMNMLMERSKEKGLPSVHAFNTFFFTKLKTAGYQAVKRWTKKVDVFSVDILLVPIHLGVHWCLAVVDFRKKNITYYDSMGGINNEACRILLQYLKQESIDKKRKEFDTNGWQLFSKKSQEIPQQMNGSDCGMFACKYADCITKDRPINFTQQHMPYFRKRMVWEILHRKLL
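Test system: human SENP1 catalytic domain; medium: Tris pH 8 buffer plus EDTA, NaCl, BME, BSA, NP40, catalase; incubation: 50 min reaction at room temperature; technique: FRET, CFP and YFP emission; controls: no-enzyme low control and enzyme-plus-DMSO high control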
SENP8 block-2: blocks human SENP8 cleavage of Nedd8 substrate. AID 602440. inhibition, % at 20 µM. recombinant SENP8, Nedd8 substrate fluorescence. actives 0.64% (n = 360,000). Q96LD8; in the data active means inhibition mostly above about 40%, no sharp cut-off; inactive means mostly below about 27%
* hit, by the source's call; / = not tested or not shown.

Order of values: SENP8 block-1	SENP8 block-2	SENP1 FRET inh	SENP6 block	SENP7 inh	PfG6PD inh	Apaf1 inhib	HKDC1 inhibitor
[1] Cc1ccc2c(=O)c(CN3CCCCCC3)c(C)[nH]c2c1C
  -5.1	5.9	-4.6	-8.6	-5.0	-2.3	2.4	-1.1
[2] NC(=S)c1cc2ccc(O)cc2oc1=O
  /	-415.9	10.4	/	/	-9.8	/	-3.2
[3] Cc1cc(C)nc(Sc2ncnc3c2oc2ccccc23)n1
  3.0	-6.2	0.1	-13.0	8.9	-14.8	-0.5	3.9
[4] Cc1cccc(NC(=O)c2ccc(S(=O)(=O)N3CCCCC3C)cc2)n1 (stereo not drawn)
  -7.7	2.5	-0.8	2.9	-1.5	-0.4	17.6	5.7
[5] CC(=O)Nc1ccc(NC(=O)CSC2=NS(=O)(=O)c3cc(Cl)ccc3N2)cc1
  10.3	14.3	2.9	-9.9	3.9	-4.3	-4.7	-2.5
[6] CC1=NS(=O)(=O)c2cc(Cl)ccc2N1
  5.1	10.4	0.1	-0.7	0.9	13.7	-8.2	-9.5
[7] O=C(O)CSc1nnc(Cc2cccc3ccccc23)n1-c1cc(C(F)(F)F)cc(C(F)(F)F)c1
  8.3	33.7	1.5	-4.2	-0.5	-2.2	5.1	0.1
[8] Cc1ccc(S(=O)(=O)N2CCN(CC(=O)Nc3ccc4c(c3)CCC4)CC2)cc1C
  0.3	18.5	0.1	-11.3	1.1	0.8	17.5	5.5
[9] O=S(=O)(c1cccc2nonc12)N1CCN(c2cccc(Cl)c2)CC1
  -10.2	27.7	1.2	-14.9	1.4	-16.2	15.3	-5.2
[10] O=S(=O)(Cc1ccccc1Cl)N1CCCC1
  1.0	0.9	-0.5	-9.3	-0.1	-7.6	0.6	-8.5
[11] COc1ccc(OC)c(/C=C(\NC(=O)c2ccccc2)C(=O)N/N=C/c2ccc(C)s2)c1
  -5.9	-271.9	15.1	-9.2	4.6	-0.1	1.2	-12.8
[12] CCN(CC(=O)NCc1ccc(Cl)cc1)C(=O)COc1cccc(C(F)(F)F)c1
  10.3	18.8	-1.4	0.6	-2.1	-7.5	33.6	-2.3
[13] CC(C)c1ccc(/C=N/NC(=O)c2ccccn2)cc1
  79.3*	14.5	1.4	86.0*	80.3*	-0.6	-1.4	0.3
[14] CCOC(=O)C1CCN(Cc2ccccn2)CC1
  3.7	/	/	10.3	1.2	/	1.6	/
[15] CCc1ccccc1NC(=O)CNC(=O)CCc1nc2sc3c(c2c(=O)[nH]1)CCCC3
  6.0	-39.7	-28.2	6.3	0.4	-8.7	9.2	-0.8
[16] Cc1ccc(S(=O)(=O)N2CCCCC2)cc1NC(=O)Cn1ccsc1=N
  0.7	20.2	1.1	8.1	-1.4	2.7	-13.1	-4.2
[17] Nc1ccc(C23CC4CC(CC(O)(C4)C2)C3)cc1
  -2.7	16.5	-0.7	-1.6	-2.0	-18.4	0.4	-6.3
[18] O=C(CCc1ccc(S(=O)(=O)N2CCOCC2)cc1)Nc1nc(COc2ccccc2)cs1
  -1.6	16.7	0.8	1.2	5.0	7.1	15.1	6.0
[19] CC(C)(C)c1ccc(C(=O)Nn2cnnc2)cc1
  -3.6	-0.9	-0.6	-6.3	-1.1	1.1	-16.4	-1.7
[20] CN(C)C(=O)c1ccc(Oc2ccc(C(=O)N(C)C)cc2)cc1
  -0.4	11.3	1.3	-1.9	0.2	3.5	-14.4	7.9
[21] CCC/C(O)=C1\C(=O)CC(c2ccccc2)CC1=NC (stereo not drawn)
  -3.8	3.2	-0.8	2.1	10.8	-8.9	9.1	2.9
[22] Cn1nc([N+](=O)[O-])nc1Oc1ccccc1N
  1.4	18.6	3.5	17.9	0.2	11.2	5.2	3.4
[23] C/C(=N\NC=O)c1ccncc1
  -3.1	-0.1	2.5	5.1	4.1	-16.0	-11.9	-9.0
[24] CCOc1ccccc1N1CCN(C(=O)c2cccc(-c3ccc(O)cc3)c2)CC1
  -1.5	6.4	1.6	6.2	13.1	1.4	4.4	-1.7
[25] COc1cc(CCC(=O)OCC(=O)Nc2ccc(C)cc2Br)cc(OC)c1OC
  3.7	6.0	-0.8	0.8	-6.3	-0.5	8.7	-3.4
[26] CCOc1ccc(-c2nnc(SCC(=O)N3CCCC3)o2)cc1
  -5.5	17.7	1.2	-16.3	-8.8	7.7	5.9	-1.5
[27] C/C=N\NC(=O)COc1cc(C)ccc1C
  4.2	9.3	-0.7	13.6	6.6	-11.5	-2.3	-7.6
[28] O=C(CSc1n[nH]c(=O)n1Cc1ccco1)c1ccc(F)cc1
  -2.0	16.4	0.3	-9.3	-0.5	-7.2	-0.8	-1.3
[29] CCCc1nnc(SCCSc2nnc(CCC)n2N)n1N
  -0.7	36.7	1.2	-17.9	7.4	7.5	-3.5	10.0
[30] Cc1nc2cc(NC(=O)N3c4ccccc4CC3C)ccc2n1C (stereo not drawn)
  3.5	6.1	1.5	-17.8	-2.7	4.6	-1.8	-3.2

Along the list, quoted from above.
Nos. 23 to 30 in SENP7 inh, in turn: 4.1, 13.1, -6.3, -8.8, 6.6, -0.5, 7.4, -2.7

Remaining list, next part.
Order of values: SENP8 block-1	SENP8 block-2	SENP1 FRET inh	SENP6 block	SENP7 inh	PfG6PD inh	Apaf1 inhib	HKDC1 inhibitor
[31] CCC(=O)Nc1ccc(OCC2CCCO2)cc1 (stereo not drawn)
  1.2	-0.7	-0.8	0.5	-8.2	-6.8	-2.2	-2.2
[32] Cc1ccccc1C(=O)N1CCC(C(=O)Nc2nc3ccc(F)cc3s2)CC1
  3.9	0.4	-1.5	-9.9	-6.2	23.5	13.6	-1.6
[33] CC(=O)c1sc(N/N=C2\CC3CCC2(C)C3(C)C)nc1C (stereo not drawn)
  -6.4	-158.8	-1.6	-15.5	-3.5	14.0	15.0	-6.4
[34] C/C(=N\NC(=O)c1ccc(Cl)c(Cl)c1)c1ccccn1
  7.2	10.2	2.5	7.0	3.5	-27.0	2.3	-20.3
[35] COc1ccccc1-c1nnc(SCC(=O)NC2CCCCC2)o1
  -9.2	6.0	-0.4	-6.1	-11.9	0.1	-4.9	1.1
[36] C=CCOc1ccc(Cl)cc1CNCCCN1CCOCC1
  7.3	16.1	3.0	7.5	6.1	-22.9	-10.4	9.7
[37] CCN(CC)c1ccc2nc3c4ccccc4c(=O)cc-3oc2c1
  46.7	/	/	46.7	22.4	-3.1	32.2	0.3
[38] O=C(NCCc1c[nH]c2ccccc12)C(=O)NCC1OCCCN1S(=O)(=O)c1cccs1 (stereo not drawn)
  1.6	10.9	-1.5	-9.2	0.1	12.6	-15.0	-3.5
[39] COc1ccc(S(=O)(=O)N2CCOCC2)cc1NC(=O)CN1C(=O)NC2(CCCC2)C1=O
  -8.8	14.8	3.6	-9.2	3.5	5.2	1.9	-7.1
[40] Cc1cc(C)c(Cn2c3ccccc3c3cnn(CC(=O)NCc4ccccn4)c(=O)c32)c(C)c1
  5.2	-21.4	-1.4	4.3	-2.1	9.1	28.3	-1.1
[41] CC(=O)N[C@H]1[C@H](OCc2ccccc2F)O[C@H](COC(C)=O)[C@@H](OC(C)=O)[C@@H]1OC(C)=O
  -7.9	29.2	-1.6	-0.4	3.8	-5.2	-12.5	-6.4
[42] CCN1C(=NCc2cccc(Cl)c2)N[C@@H](c2cccc(F)c2)C(C(=O)OC)=C1C
  -8.4	20.7	-0.6	-11.8	-7.0	13.8	20.2	-6.0
[43] COCCNC(=S)N/N=C1\CC(C)CC(C)(C)C1 (stereo not drawn)
  -8.8	7.4	2.5	-1.5	6.2	6.9	1.7	-1.5
[44] CCC(C)Sc1nc(O)cc(=O)[nH]1 (stereo not drawn)
  -3.0	13.0	1.0	-3.2	2.9	-9.1	-2.8	-5.0
[45] CC(C)(C)c1cc(C(=S)N2CCN(CCO)CC2)cc(C(C)(C)C)c1O
  2.6	19.4	2.6	-8.7	1.4	60.0*	-10.6	-7.6
[46] COc1ccc(OC)c(CN2CCN(CCc3ccccc3)C(CCO)C2)c1 (stereo not drawn)
  4.1	-1.4	-1.8	-16.0	3.0	-2.6	-1.9	5.7
[47] O=C(CSc1nc2ncc(Cl)cc2[nH]1)Nc1cccc(F)c1
  -7.3	5.4	-0.8	2.8	-7.1	3.9	2.8	-3.7
[48] CCCCCC(=O)Nc1ccc(C(=O)N/N=C/c2ccc([N+](=O)[O-])cc2)cc1
  -9.5	12.2	1.3	-9.6	-6.1	-16.1	-12.5	-0.8
[49] Nc1nc(-c2ccc(-n3nncc3-c3ccco3)cc2)cs1
  -4.7	/	/	-11.6	-4.4	10.7	-7.4	-3.8
[50] CN1C(=O)CSc2ccc(NC(=O)N3CCOCC3)cc21
  -6.2	10.1	1.0	8.9	-0.9	-1.3	-23.3	-6.8
[51] O=C1CCN(S(=O)(=O)c2ccccc2)CCN1CCOCc1ccc(Cl)cc1
  -9.0	9.2	1.6	-12.2	2.2	-6.0	-4.0	-4.0

Looked up above.
SENP6 block, entry 5 : -9.9
SENP8 block-1, entry 8 : 0.3
HKDC1 inhibitor, entry 4 : 5.7
SENP1 FRET inh, entry 2 : 10.4
SENP1 FRET inh, entry 21 : -0.8

An excerpt of these results, screen by screen.
(32) Cc1ccccc1C(=O)N1CCC(C(=O)Nc2nc3ccc(F)cc3s2)CC1
(17) Nc1ccc(C23CC4CC(CC(O)(C4)C2)C3)cc1
(42) CCN1C(=NCc2cccc(Cl)c2)N[C@@H](c2cccc(F)c2)C(C(=O)OC)=C1C
(43) COCCNC(=S)N/N=C1\CC(C)CC(C)(C)C1 (stereo not drawn)

Screen / compound no. | 32 | 17 | 42 | 43
SENP8 block-1 | 3.9 | -2.7 | -8.4 | -8.8
SENP8 block-2 | 0.4 | 16.5 | 20.7 | 7.4
SENP1 FRET inh | -1.5 | -0.7 | -0.6 | 2.5
SENP6 block | -9.9 | -1.6 | -11.8 | -1.5
SENP7 inh | -6.2 | -2.0 | -7.0 | 6.2
PfG6PD inh | 23.5 | -18.4 | 13.8 | 6.9
Apaf1 inhib | 13.6 | 0.4 | 20.2 | 1.7
HKDC1 inhibitor | -1.6 | -6.3 | -6.0 | -1.5

Results in Apaf1 inhib and SENP7 inh (2 entries from above):
entry | mol | Apaf1 inhib | SENP7 inh
41 | CC(=O)N[C@H]1[C@H](OCc2ccccc2F)O[C@H](COC(C)=O)[C@@H](OC(C)=O)[C@@H]1OC(C)=O | -12.5 | 3.8
42 | CCN1C(=NCc2cccc(Cl)c2)N[C@@H](c2cccc(F)c2)C(C(=O)OC)=C1C | 20.2 | -7.0
